RGS4 act = RGS4 potentiation or activation. B-score at 10 µM. HEK293 M3R/inducible RGS4, carbachol calcium flux Fluo4; active compounds read low. actives 0.92% (n = 310,000);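 active = B-score of the integrated calcium signal more than 4 SD below the library mean, with starting fluorescence not abnormally high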;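 also: negative B-score means reduced calcium response which marks RGS4 activation or potentiation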
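Also added: carbachol at ECmax as muscarinic agonist stimulus; Assay system: HEK293 cells with stable M3R and inducible RGS4; Timing: overnight RGS4 induction, 30 min dye load 37 °C, 20 min compound RT; Measured by: Fluo4-AM (2 µM) calcium-flux fluorescence, kinetic read.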
MrgX1 ag = activates human MrgX1 receptor signaling | AID 588627 | actives 0.44% (n = 310,000) | MrgX1-HEK293 cells, Fluo-4 calcium fluorescence, agonist mode; active compounds read high | B-score at 10 µM | Q96LB2;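 active = calcium response B-score plate-corrected fluorescence ratio at least 3 library SD, with starting fluorescence B-score inside 5 SD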
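Material: MrgX1-expressing HEK293 cells; input: 15,000 cells per well; doses: test compound given as first of three sequential additions; schedule: overnight plating before 1 h dye loading; technique: Fluo-4 NW calcium-flux fluorescence, kinetic read; evaluation: baseline-normalised fluorescence change ratio, B-scored; control set: plate-wise positive and negative controls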
HIF act = HIF pathway transcriptional activation; U2OS HRE-luciferase reporter, luminescence; normalized: DMSO 0%, desferrioxamine 100%; activation, % at 7.5 µM (by protocol); actives 0.32% (n = 300,000); AID 1910;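 active = mean activation of at least 10% of the iron chelator positive control signal, with at least half of replicates also reaching 10%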
SKKanGAS inh = blocks kanamycin growth of S. pyogenes SKKanGAS strain | BacTiter-Glo, 6 h | inhibition, % at 7.5 µM | actives 1.3% (n = 300,000) | AID 1662;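 active = mean replicate score, as percent of positive control median, at least 50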;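 also: strain carries kanamycin resistance gene driven by streptokinase promoter and grows in 40 µg/ml kanamycin; loss of luminescence reflects streptokinase promoter inhibition or plain growth inhibition; 0% = median of DMSO wells and 100% = positive control at its reference dose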
TRPC6 inhibitor = mouse TRPC6 channel inhibition | Q61143 | HEK293-TRPC6, membrane potential dye, ACh-evoked depolarization; active compounds read low | B-score at 10 µM | actives 1.1% (n = 310,000) | AID 2553;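 active = B-score under library mean minus 3 SD, initial fluorescence not abnormally high, positive integrated signal ratio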;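 also: B-score derived from integrated fluorescence ratio over the kinetic read; more negative B-score means stronger inhibition of depolarization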
Target sequence (Q61143 whole entry, looked up): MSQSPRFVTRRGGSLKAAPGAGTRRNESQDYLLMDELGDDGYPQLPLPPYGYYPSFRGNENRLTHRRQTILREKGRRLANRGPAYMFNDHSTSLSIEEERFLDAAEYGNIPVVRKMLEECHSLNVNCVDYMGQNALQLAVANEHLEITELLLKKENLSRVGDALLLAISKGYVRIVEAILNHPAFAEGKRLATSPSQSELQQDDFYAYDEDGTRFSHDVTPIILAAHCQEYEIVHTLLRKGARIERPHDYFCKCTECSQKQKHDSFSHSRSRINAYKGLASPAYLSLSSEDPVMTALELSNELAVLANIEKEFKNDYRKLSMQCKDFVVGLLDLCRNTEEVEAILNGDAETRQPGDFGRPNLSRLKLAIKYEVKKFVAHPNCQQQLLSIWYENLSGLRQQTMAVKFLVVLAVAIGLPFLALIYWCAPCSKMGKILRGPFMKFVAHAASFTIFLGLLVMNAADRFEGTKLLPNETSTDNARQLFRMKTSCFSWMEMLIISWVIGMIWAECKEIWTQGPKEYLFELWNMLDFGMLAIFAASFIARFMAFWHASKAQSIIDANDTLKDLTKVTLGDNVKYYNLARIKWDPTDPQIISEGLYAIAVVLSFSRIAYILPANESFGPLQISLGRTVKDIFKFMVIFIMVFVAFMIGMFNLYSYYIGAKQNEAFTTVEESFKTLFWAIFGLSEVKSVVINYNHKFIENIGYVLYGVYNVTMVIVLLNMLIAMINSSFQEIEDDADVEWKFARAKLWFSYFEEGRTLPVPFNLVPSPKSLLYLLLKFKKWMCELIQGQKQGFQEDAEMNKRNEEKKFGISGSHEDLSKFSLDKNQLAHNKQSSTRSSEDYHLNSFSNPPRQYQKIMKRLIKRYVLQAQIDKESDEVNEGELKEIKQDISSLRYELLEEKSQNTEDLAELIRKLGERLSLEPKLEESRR
RGS4 inh = inhibitors of human RGS4 | P49798 | AID 463165 | actives 0.45% (n = 310,000) | HEK293 M3R/RGS4 inducible, Fluo-4 calcium flux; active compounds read high; triggered by carbachol at its EC20 | B-score at 10 µM;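 active = B-score, a plate-corrected calcium signal, over three deviations above library mean, with baseline fluorescence within five deviations of library mean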;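 also: RGS4 expression induced by doxycycline in cells with stable M3 receptor; B-score is computed from the integrated fluorescence ratio over baseline after carbachol; higher B-score means a larger calcium signal and so more RGS4 inhibition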
MrgX1 antag = human MrgX1 receptor antagonism, primary screen; Q96LB2; MRGX1-HEK293 calcium flux, Fluo-4, BAM8-22 antagonism; active compounds read low; B-score at 10 µM; actives 1.3% (n = 310,000); AID 588676;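 active = calcium-response B-score plate-corrected more than 3 library SD below zero, starting fluorescence within 5 deviations, no agonist response on first addition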;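 also: peak minus trough fluorescence over baseline after final BAM8-22 challenge near maximal dose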
MrgX1 PAM = human MrgX1 positive allosteric modulation, primary screen. actives 0.63% (n = 310,000). Q96LB2. AID 588675. MrgX1-HEK293, Fluo-4 calcium flux, FDSS; active compounds read high. B-score at 10 µM;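 active = plate-corrected calcium response at least 3 library SD above typical, normal starting fluorescence, not activating the receptor alone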;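 also: compound read alongside a low EC10 to EC30 dose of BAM8-22 agonist; peak minus trough fluorescence over baseline measured at the second addition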
TRPC4 block = inhibitors of mouse TRPC4 channel; HEK293 TRPC4beta/mu-opioid, DAMGO-evoked Fluo4 calcium flux; active compounds read low; actives 0.39% (n = 300,000); AID 2247; B-score at 10 µM; Q9QUQ5;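 active = B-score over 3 SD under the library average, no early fluorescence shift, positive overall ratio signal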
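Assay system: HEK293 cells with stable TRPC4beta plus mu-opioid receptor expression. Dosing: single dose. Measured by: Fluo4 Ca2+ flux fluorescence. Also added: DAMGO in two steps, submaximal then maximal. Read-out: B score from integrated Fluo4 fluorescence ratio.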
Platelet DG rel = modulates dense granule release in human platelets. human platelet-rich plasma, SFLLRN dense granule ATP release, luminescence. inhibition, %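 (compounds screened at 7.5 µM in platelet-rich plasma)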. actives 0.22% (n = 300,000);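 active = mean replicate score, as percent of positive control, at or above 50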
TRPC6 act = activates the mouse TRPC6 cation channel | Q61143 | HEK293-TRPC6 membrane potential dye fluorescence; active compounds read high | B-score at 10 µM | actives 0.13% (n = 310,000);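 active = B-score of the integrated fluorescence ratio above library mean plus 3 SD, and starting fluorescence ratio within library mean plus 5 SD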;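 also: higher score means more depolarization so channel activation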
An asterisk follows results filed as active.

What do the screens show for `Cn1nc(-c2ccccc2)c(N2CCCCC2)cc1=O`?
RGS4 act: inactive; MrgX1 ag: inactive; HIF act: -0.5; SKKanGAS inh: -19.3; TRPC6 inhibitor: inactive; RGS4 inh: inactive; MrgX1 antag: inactive; MrgX1 PAM: inactive; TRPC4 block: inactive; Platelet DG rel: 2.7; TRPC6 act: inactive

Results for O=C(COc1ccc2c(-c3ccccc3)cc(=O)oc2c1)NCCN1CCOCC1 ?
RGS4 act: inactive; MrgX1 ag: inactive; HIF act: 0.3; SKKanGAS inh: -8.1; TRPC6 inhibitor: inactive; RGS4 inh: inactive; MrgX1 antag: inactive; MrgX1 PAM: inactive; TRPC4 block: inactive; Platelet DG rel: 4.3; TRPC6 act: inactive

What do the screens show for `O=C1CCCC2=C1C(c1cccc(O)c1)c1c(ccc3ncccc13)N2` (centres undefined)?
RGS4 act: inactive; MrgX1 ag: inactive; HIF act: 0.0; SKKanGAS inh: 4.2; TRPC6 inhibitor: inactive; RGS4 inh: inactive; MrgX1 antag: inactive; MrgX1 PAM: inactive; TRPC4 block: inactive; Platelet DG rel: -0.4; TRPC6 act: inactive

Results for O=C(Oc1ccccc1F)c1ccc2c(=O)n3c(nc2c1)CCC3 ?
RGS4 act: inactive; MrgX1 ag: inactive; HIF act: -2.1; SKKanGAS inh: 40.0; TRPC6 inhibitor: inactive; RGS4 inh: inactive; MrgX1 antag: inactive; MrgX1 PAM: inactive; TRPC4 block: inactive; Platelet DG rel: 0.3; TRPC6 act: inactive

What do the screens show for `COc1ccc(C(CC(=O)N2CCCC2)c2c(OC)cc(OC)c3c(-c4ccccc4)cc(=O)oc23)cc1` (centres undefined)?
RGS4 act: inactive; MrgX1 ag: inactive; HIF act: 0.0; SKKanGAS inh: 17.1; TRPC6 inhibitor: inactive; RGS4 inh: inactive; MrgX1 antag: inactive; MrgX1 PAM: inactive; TRPC4 block: inactive; Platelet DG rel: -1.5; TRPC6 act: inactive

How did O=S(=O)(Nc1ccncc1)c1cc(Cl)ccc1Cl do in these assays?
RGS4 act: inactive; MrgX1 ag: inactive; HIF act: -1.6; SKKanGAS inh: 1.2; TRPC6 inhibitor: inactive; RGS4 inh: inactive; MrgX1 antag: inactive; MrgX1 PAM: inactive; TRPC4 block: inactive; Platelet DG rel: 6.6; TRPC6 act: inactive

Results for COc1cc(OC)c(OC)cc1CN1CCCC(C(=O)c2ccc3c(c2)OCO3)C1 (centres undefined) ?
RGS4 act: inactive; MrgX1 ag: inactive; HIF act: -0.4; TRPC6 inhibitor: inactive; RGS4 inh: inactive; MrgX1 antag: inactive; MrgX1 PAM: inactive; TRPC4 block: inactive; Platelet DG rel: -3.4; TRPC6 act: inactive

How did CCc1ccc(C2CC(c3ccccc3)Nc3nc(N)nn32)cc1 (centres undefined) do in these assays?
RGS4 act: inactive; MrgX1 ag: inactive; HIF act: -0.1; SKKanGAS inh: 9.9; TRPC6 inhibitor: inactive; RGS4 inh: inactive; MrgX1 antag: inactive; MrgX1 PAM: inactive; TRPC4 block: inactive; Platelet DG rel: -6.7; TRPC6 act: inactive

Results for COc1ccc(-c2nnc3sc(-c4ccccc4OC)nn23)cc1 ?
RGS4 act: inactive; MrgX1 ag: inactive; HIF act: 0.2; SKKanGAS inh: -7.8; TRPC6 inhibitor: inactive; RGS4 inh: inactive; MrgX1 antag: inactive; MrgX1 PAM: inactive; TRPC4 block: inactive; Platelet DG rel: 0.2; TRPC6 act: inactive

What do the screens show for `O=C(O)COc1ccc(Oc2ccccc2)cc1`?
RGS4 act: inactive; MrgX1 ag: inactive; HIF act: -0.2; SKKanGAS inh: -0.8; TRPC6 inhibitor: inactive; RGS4 inh: inactive; MrgX1 antag: inactive; MrgX1 PAM: inactive; TRPC4 block: inactive; Platelet DG rel: 4.4; TRPC6 act: inactive

How did O=C(NCCCCNC(=O)c1ccc(F)cc1)c1ccc(F)cc1 do in these assays?
RGS4 act: inactive; MrgX1 ag: inactive; HIF act: -0.7; SKKanGAS inh: -7.3; TRPC6 inhibitor: inactive; RGS4 inh: inactive; MrgX1 antag: inactive; MrgX1 PAM: inactive; TRPC4 block: inactive; Platelet DG rel: 0.9; TRPC6 act: inactive

What do the screens show for `O=C(CSc1nc2cc(Cl)c(Cl)cc2[nH]1)c1ccc2c(c1)OCO2`?
RGS4 act: inactive; MrgX1 ag: inactive; HIF act: -0.5; SKKanGAS inh: -10.4; TRPC6 inhibitor: inactive; RGS4 inh: inactive; MrgX1 antag: inactive; MrgX1 PAM: inactive; TRPC4 block: inactive; Platelet DG rel: -3.5; TRPC6 act: inactive

Results for Cc1nc(C(F)(F)F)ccc1C(=O)NN1CCOCC1 ?
RGS4 act: inactive; MrgX1 ag: inactive; HIF act: 0.9; SKKanGAS inh: -1.0; TRPC6 inhibitor: inactive; RGS4 inh: inactive; MrgX1 antag: inactive; MrgX1 PAM: inactive; TRPC4 block: inactive; Platelet DG rel: 0.6; TRPC6 act: inactive

Results for NS(=O)(=O)c1cnccc1Nc1ccc(Cl)c(Cl)c1 ?
RGS4 act: inactive; MrgX1 ag: inactive; HIF act: -0.1; SKKanGAS inh: -6.3; TRPC6 inhibitor: inactive; RGS4 inh: inactive; MrgX1 antag: inactive; MrgX1 PAM: inactive; TRPC4 block: inactive; Platelet DG rel: 2.4; TRPC6 act: inactive

Results for NC(=O)c1ccc(C(F)(F)F)n(Cc2c(Cl)cccc2Cl)c1=O ?
RGS4 act: inactive; MrgX1 ag: inactive; HIF act: -0.2; SKKanGAS inh: 11.3; TRPC6 inhibitor: inactive; RGS4 inh: inactive; MrgX1 antag: inactive; MrgX1 PAM: inactive; TRPC4 block: inactive; Platelet DG rel: 5.4; TRPC6 act: inactive

Results for CCCNC(=O)c1cnc(Sc2ncc(C(F)(F)F)cc2Cl)n1C ?
RGS4 act: inactive; MrgX1 ag: inactive; HIF act: 0.0; SKKanGAS inh: -10.1; TRPC6 inhibitor: inactive; RGS4 inh: inactive; MrgX1 antag: inactive; MrgX1 PAM: inactive; TRPC4 block: inactive; Platelet DG rel: -7.1; TRPC6 act: inactive

Results for Fc1cccc(/C=N/Nc2ncnc3nc[nH]c23)c1 ?
RGS4 act: inactive; MrgX1 ag: inactive; HIF act: 2.6; SKKanGAS inh: 2.7; TRPC6 inhibitor: inactive; RGS4 inh: inactive; MrgX1 antag: inactive; MrgX1 PAM: inactive; TRPC4 block: inactive; Platelet DG rel: 2.0; TRPC6 act: inactive

Results for O=C(c1ccco1)N1CCN(S(=O)(=O)c2ccc(S(=O)(=O)NC3CCCCC3)cc2)CC1 ?
RGS4 act: inactive; MrgX1 ag: inactive; HIF act: -0.2; SKKanGAS inh: -9.1; TRPC6 inhibitor: inactive; RGS4 inh: inactive; MrgX1 antag: inactive; MrgX1 PAM: inactive; TRPC4 block: inactive; Platelet DG rel: 8.0; TRPC6 act: inactive

Results for Cc1ccc(/C=C/C(=O)OC(C)C(=O)NC2CCCCC2C)o1 (centres undefined) ?
RGS4 act: inactive; MrgX1 ag: inactive; HIF act: 0.3; SKKanGAS inh: 0.0; TRPC6 inhibitor: inactive; RGS4 inh: inactive; MrgX1 antag: inactive; MrgX1 PAM: inactive; TRPC4 block: inactive; Platelet DG rel: -2.4; TRPC6 act: inactive

What do the screens show for `CCCOc1cccc(OCC(=O)Nc2nc3ccccc3[nH]2)c1`?
RGS4 act: inactive; MrgX1 ag: inactive; HIF act: -0.3; SKKanGAS inh: 15.4; TRPC6 inhibitor: inactive; RGS4 inh: inactive; MrgX1 antag: inactive; MrgX1 PAM: inactive; TRPC4 block: inactive; Platelet DG rel: -10.6; TRPC6 act: inactive

Results for Cc1ccc(CN2CCSc3ccc(C(=O)NC4CCCC4)cc32)cc1 ?
RGS4 act: inactive; MrgX1 ag: inactive; HIF act: 4.8; SKKanGAS inh: 9.5; TRPC6 inhibitor: inactive; RGS4 inh: inactive; MrgX1 antag: inactive; MrgX1 PAM: 9.37*; TRPC4 block: inactive; Platelet DG rel: 1.8; TRPC6 act: inactive

What do the screens show for `CC(=O)c1ccc(OCCOc2ccc([N+](=O)[O-])cc2)cc1`?
RGS4 act: inactive; MrgX1 ag: inactive; HIF act: -0.7; SKKanGAS inh: -8.2; TRPC6 inhibitor: inactive; RGS4 inh: inactive; MrgX1 antag: inactive; MrgX1 PAM: inactive; TRPC4 block: inactive; Platelet DG rel: 7.2; TRPC6 act: inactive

Results for O=C1c2ccccc2C2=Nc3ccccc3SC(c3ccc(Cl)cc3)C12 (centres undefined) ?
RGS4 act: inactive; MrgX1 ag: inactive; HIF act: -0.3; SKKanGAS inh: 78.3*; TRPC6 inhibitor: inactive; RGS4 inh: inactive; MrgX1 antag: inactive; MrgX1 PAM: inactive; TRPC4 block: inactive; Platelet DG rel: 20.6; TRPC6 act: inactive

What do the screens show for `O=C(NN1C(=O)C2C(c3ccccc3)C=CC(c3ccccc3)C2C1=O)c1ccccc1` (centres undefined)?
RGS4 act: inactive; MrgX1 ag: inactive; HIF act: -0.3; SKKanGAS inh: 7.9; TRPC6 inhibitor: inactive; RGS4 inh: inactive; MrgX1 antag: inactive; MrgX1 PAM: inactive; TRPC4 block: inactive; Platelet DG rel: -0.3; TRPC6 act: inactive

How did Cc1cc(C)c2cc(CN(CCO)C(=O)Nc3ccc(Cl)cc3)c(=O)[nH]c2c1 do in these assays?
RGS4 act: inactive; MrgX1 ag: inactive; HIF act: 0.3; SKKanGAS inh: 11.7; TRPC6 inhibitor: inactive; RGS4 inh: inactive; MrgX1 antag: inactive; MrgX1 PAM: inactive; TRPC4 block: inactive; Platelet DG rel: 17.0; TRPC6 act: inactive

How did Cc1sc2nc(CSc3ccccc3)nc(NCCN(C)C)c2c1C do in these assays?
RGS4 act: inactive; MrgX1 ag: inactive; HIF act: 1.2; SKKanGAS inh: -1.3; TRPC6 inhibitor: inactive; RGS4 inh: inactive; MrgX1 antag: inactive; MrgX1 PAM: inactive; TRPC4 block: inactive; Platelet DG rel: -6.7; TRPC6 act: inactive

Source: PubChem BioAssay (several laboratories)
